# High-throughput results as filed in PubChem.
# D2 antag: D2 dopamine receptor (human) antagonism | HEK293 TREx D2 cells, calcium flux, dopamine EC80 | 2% of 340,000 active | inhibition, % at 10 µM; in the data active = inhibition above about 30%; note: 0% is about no effect
#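 Inhibition of EC80 dopamine-driven calcium flux, recorded kinetically, defines activity here; cells are a tetracycline-induced HEK293 T-REx line expressing force-coupled D2.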
# LDHA inh: inhibitors of human lactate dehydrogenase A | purified LDHA, NADH/diaphorase-resazurin fluorescence; active compounds read low | 0.15% of 480,000 active | activity change, % (values are at about 110 or 230 µM) | AID 1347041; in the data active = activity change below about -30%; inconclusive = mostly about -25% to -30%;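 note: plate controls were DMSO wells for no effect and wells without enzyme for full effect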
#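 LDH5 2 nM; NADH 0.06 mM, pyruvate 0.2 mM; 200 mM Tris pH 7.4, EDTA, Tween-20; 5 min RT. Detection: diaphorase 0.133 mg/mL + resazurin 37 µM, fluorescence ex540/em590 at 0 and 20 min; normalized to enzyme-free and DMSO wells.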
# D2 agonist: D2 dopamine receptor (human) agonism. AID 485358. HEK293 T-REx D2 cells, calcium flux agonist mode. P14416. activation, % at 2 µM. 0.53% of 340,000 active;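 active = activation over 3 SD above normal in the single-dose calcium agonist read, cut at about 30% in these data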; note: 0% is about no effect
#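 HEK293 Trex D2 cells, tetracycline-induced, o/n 30 C 5% CO2; no-wash Ca dye, RT 30–90 min; 10-cycle baseline, 23 nl cpd added, kinetic Ca read 180 s; agonist hits = positive Ca response.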
# RGS4 inhibitor: inhibitors of human regulator of G protein signaling 4; 0.039% of 390,000 active; Potency, µM (titrated, usually from 114 µM), for inactives: top-dose activity change, negative = inhibition, usual class: inhibitors; Transcreener GDP fluorescence polarization, RGS4-accelerated GTP hydrolysis; note: potency is the fitted concentration of half-maximal effect; % is set by controls: 0 for no effect and ±100 for the full control effect; nearly all actives have a fitted effect of over 75% in size; some results filed as inactive show a strong effect at the top dose
# Target sequence (P49798 whole entry, looked up): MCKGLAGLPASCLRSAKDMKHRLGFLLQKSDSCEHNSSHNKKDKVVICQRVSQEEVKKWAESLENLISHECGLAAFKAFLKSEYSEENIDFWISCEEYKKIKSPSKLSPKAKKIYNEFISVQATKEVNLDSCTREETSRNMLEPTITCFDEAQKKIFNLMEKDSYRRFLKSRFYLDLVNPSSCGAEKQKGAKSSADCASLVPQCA
#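 MLSMR compounds (23 nl, pin-transferred) preincubated 10 min at room temperature with a 500nM (2x) first reagent, then RGS4 at 900nM (2x) plus Transcreener GDP mix added; fluorescence polarization (620/688 nm) read before and after 90 min at 30 °C.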
# ALOX12 inh: blocks human arachidonate 12S-lipoxygenase | Potency, µM (series often up to 108 µM), for the others: top-dose activity change, negative = inhibition, most hits filed as inhibitors | purified 12hLO, xylenol orange hydroperoxide absorbance | P18054 | 1.1% of 580,000 active; note: potency is the fitted concentration of half-maximal effect; % is set by controls: 0 for no effect and ±100 for the full control effect
#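 Hydroperoxide product was detected by ferrous iron/xylenol orange as the 573 to 405 nm absorbance ratio. Arachidonic acid at 40 uM (final) was turned over for 30 min at room temperature by 150 nM human 12hLO, pH 7.0 Hepes buffer, after 15 min compound preincubation.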
# Glioma ERSR ind: ER stress response induction in glioma. U87-MG GRP78 promoter luciferase reporter, 16 h. Potency, µM, inactives show at the highest dose activation, most hits filed as activators. 0.02% of 420,000 active; note: potency is the fitted concentration of half-maximal effect; series mostly up to about 76 µM; % of control where 0% means no effect; nearly all actives have a fitted effect of over 35% in size
#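 Stably transfected U87-MG glioma cells carrying a GRP78-based luciferase sensor; 16 h compound incubation. Luminescence end-point read 10 min after Bright-Glo addition at room temperature.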
# Vif-APOBEC3G blk: inhibitors of Vif-APOBEC3G interaction; Q9HC16; HeLa A3G-eYFP + Vif (tagged APOBEC3G with the HIV-1 protein that degrades it), YFP fluorescence, overnight; Potency, µM (highest dose often 46.1 µM), for the others: at the highest dose activity, negative = active, most hits filed as inhibitors; 0.076% of 410,000 active; AID 602310;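 note: potency is the fitted concentration of half-maximal effect; % is set by controls: 0 for no effect and ±100 for the full control effect; nearly all actives have a fitted effect of over 60% in size; hits raise eYFP signal because A3G escapes Vif-driven loss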
# Target sequence (Q9HC16 whole entry, looked up): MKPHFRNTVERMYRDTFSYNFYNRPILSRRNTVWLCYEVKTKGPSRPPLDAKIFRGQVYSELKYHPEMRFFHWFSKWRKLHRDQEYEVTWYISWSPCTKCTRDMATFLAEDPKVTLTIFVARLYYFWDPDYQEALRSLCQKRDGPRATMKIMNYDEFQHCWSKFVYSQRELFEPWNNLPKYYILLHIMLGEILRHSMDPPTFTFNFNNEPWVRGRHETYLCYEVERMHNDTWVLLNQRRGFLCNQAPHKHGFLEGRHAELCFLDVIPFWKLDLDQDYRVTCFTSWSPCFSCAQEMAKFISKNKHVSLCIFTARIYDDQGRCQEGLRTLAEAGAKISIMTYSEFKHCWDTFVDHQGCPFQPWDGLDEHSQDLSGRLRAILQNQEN
#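 Read-out is eYFP fluorescence (Ex 488/Em 500-530) from Vif-expressing HeLa A3G-eYFP cells; more signal means A3G escaped Vif-mediated degradation. Cells plated overnight, compound pinned in, incubated overnight at 37 deg C.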
# ERG Ets-DNA blk: blocks human ERG Ets domain binding to DNA; AID 624246; fluorescence polarization, His-ERG Ets domain / labelled DNA; 0.028% of 370,000 active; Potency, µM (doses to about 76.9 µM), for the others: at the top dose FP activity, negative = inhibition, usual class: inhibitors; P11308; active = well fitted inhibition curve with a large enough effect in the polarisation, with a control signal flat; inconclusive = small, poorly fitted or top-dose-only effect, or effect the other way, or a change in a side signal; inactive = no such curve, though single readings can be large or run the other way; the % refers to the polarisation;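 note: polarization taken with two DNA probes labelled with fluorescein and Texas red; potency is the fitted concentration of half-maximal effect; % of control where 0% means no effect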
# Target sequence (P11308 whole entry, looked up, the tested form may be a part): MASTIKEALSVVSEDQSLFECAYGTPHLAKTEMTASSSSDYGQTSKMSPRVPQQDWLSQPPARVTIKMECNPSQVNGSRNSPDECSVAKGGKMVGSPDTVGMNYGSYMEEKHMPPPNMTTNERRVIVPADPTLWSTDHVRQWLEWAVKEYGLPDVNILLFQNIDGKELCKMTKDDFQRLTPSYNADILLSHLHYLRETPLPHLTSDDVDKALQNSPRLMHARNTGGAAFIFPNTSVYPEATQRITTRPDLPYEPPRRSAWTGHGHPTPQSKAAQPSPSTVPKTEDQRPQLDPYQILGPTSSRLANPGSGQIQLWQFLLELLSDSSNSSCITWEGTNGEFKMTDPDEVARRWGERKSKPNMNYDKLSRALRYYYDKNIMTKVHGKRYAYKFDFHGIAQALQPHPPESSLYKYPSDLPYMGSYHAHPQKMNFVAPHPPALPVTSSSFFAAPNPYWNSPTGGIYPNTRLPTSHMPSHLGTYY
#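 His-tagged ERG Ets domain (1 uM in the protein solution; 300mM KCl, 50mM Tris-HCl, 1mM EDTA, 1mM DTT, pH 7.5) received compound, then a probe mix of 5 nM fluorescein-DNA and 100nM Texas-615-DNA. Fluorescence polarization was read for both dyes.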
# Vif-A3F inh: blocks the Vif interaction with APOBEC3F. HeLa A3F-eYFP + Vif (tagged APOBEC3F with the HIV-1 protein that degrades it), YFP fluorescence increase. Potency, µM (titrated, usually from 46.1 µM), for inactives: at the top dose activity, negative = active. 0.2% of 390,000 active. AID 602313; note: potency is the fitted concentration of half-maximal effect; % of control where 0% means no effect; nearly all actives have a fitted effect of over 65% in size
#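 HeLa cells stably expressing A3F-eYFP plus Vif, plated and incubated overnight at 37 deg C, then exposed to compounds overnight at 37 deg C. Blocked degradation read as raised yellow fluorescence (Ex 488/Em 500-530).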
# * = called active by the depositor; ? = inconclusive; nt = no result given; [ ] = dose if it differs, or a comment. Unless noted, calls come from the whole dose curve; as a rule, active = well fitted curve in the direction sought with a large enough effect; inconclusive = small, poorly fitted or top-dose-only effect, or another doubt; inactive = no such curve, though single readings can be large; an effect the other way counts as inactive or inconclusive. The list is partial; rates above refer to the full screens.
SMILES,D2 antag,LDHA inh,D2 agonist,RGS4 inhibitor,ALOX12 inh,Glioma ERSR ind,Vif-APOBEC3G blk,ERG Ets-DNA blk,Vif-A3F inh
CC(C)OC(=O)c1c(NC(=O)C2CC=CCC2C(=O)O)sc2c1CCCCC2 (stereo not given),nt,2.4,nt,-47.2%,?,-3.3%,-0.2%,2.1%,0.4%
O=C1C=C(NCc2ccncc2)CC(c2ccccc2)C1 (stereo not given),12.6,-7.6,0.8,-14.1%,0.0%,-0.1%,-0.9%,2.5%,-1.4%
COCCN1C(=O)c2oc3cc(C)c(C)cc3c(=O)c2C1c1cccc(O)c1 (stereo not given),nt,-6.3,nt,-19.8%,?,-2.0%,-7.3%,11.5%,-6.9%
N#Cc1c(-n2ncnc2-c2cccc(Cl)c2)sc2c1CCCCC2,nt,-8.3,0.8,4.1%,?,-6.6%,5.0%,-1.3%,-5.6%
N#Cc1c2n(c3c(=O)n(Cc4ccc(Cl)cc4)cnc13)CCCCC2,-20.6,-2.4,-0.6,33.8%,-4.0%,-2.4%,-0.5%,-7.7%,-9.3%
CC1(C)Cc2c(C#N)c(N3CCN(C(=O)c4ccco4)CC3)nc(-c3ccco3)c2CS1,7.1,1.4,-0.8,?,2.4%,0.1%,1.9%,-7.6%,-20.8%
CCOC(=O)CC1(NC(=O)C2CCC(=O)N(C3CC3)C2)CCCCC1 (stereo not given),6.4,-3.7,1.6,2.5%,0.9%,-0.1%,3.6%,-7.3%,-4.8%
COc1ccc(N2CCN(CCCNC(=O)C3CCCN(S(=O)(=O)c4cnc[nH]4)C3)CC2)cc1 (stereo not given),-1.8,6.4,-1.0,10.8%,13.0%,-2.8%,-0.9%,-2.6%,-3.1%
Cc1cc(=O)oc2cc(NC(=O)C(CCCN=C(N)N)NC(=O)OCc3ccccc3)ccc12 (stereo not given),-6.4,-3.7,-0.5,16.1%,?,-2.3%,2.7%,-5.7%,-6.4%
COCCN(CC(=O)Nc1cccc(C)c1C)C(=O)c1cc(-c2ccncc2)nc2ccccc12,4.0,4.1,0.4,-3.3%,-26.6%,-4.3%,-3.4%,7.6%,2.5%
Cc1cc(N2CCCC2)nc2ccc(NC(=S)NC(C)C)cc12,-6.6,6.7,1.9,-13.1%[11.4 µM],-7.2%,-1.1%,3.1%,3.4%,-16.2%
COc1cc2c(cc1OC)CN(C(C)C(=O)Nc1cccc(S(=O)(=O)N3CCOCC3)c1)CC2 (stereo not given),15.6,4.9,0.1,2.3%,8.2%,-4.1%,3.1%,3.3%,0.5%
COc1ccc(/C=N/NC(=O)c2ccc(Br)o2)cc1Cn1cc([N+](=O)[O-])cn1,-5.2,-4.2,-2.3,4.7%,24.1%,1.5%,-0.6%,5.7%,-3.4%
O=C(NN=Cc1ccc2c(c1)CCC2)c1ccccc1[N+](=O)[O-],nt,-3.4,nt,nt,-6.4%,3.5%,-22.9%,nt,-10.4%
CCOc1ccc(N(CC(=O)NC2CCCC2)C(=O)Cn2nnc(-c3ccc(C)o3)n2)cc1,-3.5,-2.9,-0.3,2.5%,?,-0.1%,-5.1%,0.6%,-15.1%

# Ordered by heavy-atom count (ascending): six of the compounds above.
SMILES,D2 antag,LDHA inh,D2 agonist,RGS4 inhibitor,ALOX12 inh,Glioma ERSR ind,Vif-APOBEC3G blk,ERG Ets-DNA blk,Vif-A3F inh
Cc1cc(N2CCCC2)nc2ccc(NC(=S)NC(C)C)cc12,-6.6,6.7,1.9,-13.1%[11.4 µM],-7.2%,-1.1%,3.1%,3.4%,-16.2%
N#Cc1c(-n2ncnc2-c2cccc(Cl)c2)sc2c1CCCCC2,nt,-8.3,0.8,4.1%,?,-6.6%,5.0%,-1.3%,-5.6%
CCOC(=O)CC1(NC(=O)C2CCC(=O)N(C3CC3)C2)CCCCC1 (stereo not given),6.4,-3.7,1.6,2.5%,0.9%,-0.1%,3.6%,-7.3%,-4.8%
COc1ccc(/C=N/NC(=O)c2ccc(Br)o2)cc1Cn1cc([N+](=O)[O-])cn1,-5.2,-4.2,-2.3,4.7%,24.1%,1.5%,-0.6%,5.7%,-3.4%
Cc1cc(=O)oc2cc(NC(=O)C(CCCN=C(N)N)NC(=O)OCc3ccccc3)ccc12 (stereo not given),-6.4,-3.7,-0.5,16.1%,?,-2.3%,2.7%,-5.7%,-6.4%
COCCN(CC(=O)Nc1cccc(C)c1C)C(=O)c1cc(-c2ccncc2)nc2ccccc12,4.0,4.1,0.4,-3.3%,-26.6%,-4.3%,-3.4%,7.6%,2.5%

# Remaining list, next part.
SMILES,D2 antag,LDHA inh,D2 agonist,RGS4 inhibitor,ALOX12 inh,Glioma ERSR ind,Vif-APOBEC3G blk,ERG Ets-DNA blk,Vif-A3F inh
O=C(COC(=O)c1ccc(OC(F)F)cc1)NCCNC(=O)COC(=O)c1ccc(OC(F)F)cc1,-6.0,-7.7,0.4,11.9%,?,-5.3%,-8.6%,-4.0%,-6.9%
COc1ccc(NC(=O)CSc2nc(N)c(C#N)cc2C#N)cc1,19.4,-16.4,1.0,-27.1%,15.3%,-2.0%,-1.3%,8.4%,-14.6%
CC1(C)CC(CNCCC(c2ccc(F)cc2)c2ccco2)CCO1 (stereo not given),nt,-3.5,nt,-6.6%,5.4%,0.5%,-6.8%,-11.1%,-18.2%
Cc1[nH]c2c(C)cccc2c1CCNC(=O)c1cc2ccccc2oc1=O,nt,-2.7,0.2,-6.6%,0.0%,-1.9%,-2.8%,-4.4%,-0.5%
O=C(Nc1ccc(Cl)cc1F)c1cc(S(=O)(=O)NC2CCCCCC2)ccc1F,nt,1.0,1.0,-4.3%,0.2%,6.4%,-5.3%,-2.0%,-20.3%
COc1ccc(C(=O)Nc2ccc(N3CCN(C)CC3)cc2)cc1OC,nt,1.0,nt,7.8%,4.5%,-3.3%,0.2%,10.9%,14.1%
Cc1cc2oc(=O)cc(CN(C)Cc3ccccc3)c2cc1Cl,nt,-6.5,nt,nt,?,2.3%,0.9%,nt,nt
C=CCN(CC=C)C(=S)NC(=O)/C=C/c1ccccc1,4.5,-0.9,1.0,?,23.5%,-4.0%,1.5%,-2.7%,-10.5%
Cc1ccc(Nc2cc(C)nc3nc(C)nn23)c(C)c1,-0.6,-2.2,-1.3,3.6%,4.4%[57.4 µM],2.1%,0.3%,4.6%,-3.7%
COC(=O)c1cc(NC(=O)CCc2c(C)nc3ncnn3c2C)cc(C(=O)OC)c1,-14.5,-3.3,-0.3,33.8%,-13.5%,-1.0%,-3.9%,-0.5%,-9.8%
COc1ccc2c(c1)CCc1c(C(=O)N3CC4(C)CC3CC(C)(C)C4)noc1-2 (stereo not given),2.9,8.0,1.8,4.8%,9.5%,-3.5%,2.8%,-9.6%,-3.9%
CCOc1cc(CO)c(Br)cc1OCC(=O)O,8.9,-7.2,0.8,-6.1%,-9.5%,-5.1%,0.1%,0.3%,-5.1%
CCOC(=O)c1sc(N)nc1-c1ccccc1,-8.2,-10.0,-1.8,-23.8%,-1.9%[57.4 µM],-2.6%,0.3%,-22.8%,-7.2%
COc1cccc2c(=O)n(CC(=O)N3CCCCCC3)ccc12,5.4,-0.6,0.4,13.0%,8.8%,-4.9%,1.8%,1.6%,-0.2%
CC(C)[C@H](NC(=O)c1cccc(CN(Cc2ccccc2)C(=O)c2ccccc2)c1)C(=O)O,nt,-4.4,nt,15.0%,?,-4.9%,-4.8%,-1.8%,8.1%
CCOc1ccccc1-c1nc2c([nH]1)c(=O)n(C)c(=O)n2C,-9.0,3.9,0.1,31.4%,-0.7%,-0.4%,0.4%,-2.1%,2.5%
O=C(COC(=O)c1cccc(Br)c1)Nc1ccc2[nH]c(=O)[nH]c2c1,1.7,-7.7,0.1,-3.6%,?,-3.1%,1.3%,2.3%,6.3%
CCN(c1cccc(C)c1)S(=O)(=O)c1cn(CC(=O)OC)c2ccc([N+](=O)[O-])cc12,-23.1,-2.0,0.9,-8.6%,6.5%,-5.6%,0.4%,7.6%,9.3%
CCOc1nc2cnccc2n(CC(=O)Nc2cccc(C)c2)c1=O,5.3,-1.7,-1.5,14.9%[11.4 µM],-4.2%,-7.6%,-2.6%,-2.0%,-4.2%
Cc1cc(=O)oc2cc(OC(=O)CCN3C(=O)c4ccccc4C3=O)ccc12,-9.7,1.5,0.2,-17.3%,16.9%,-3.5%,0.1%,4.7%,-2.9%
CCCc1cnc2c(c1SCc1ccc(C(F)(F)F)cc1)c(=O)n(C)c(=O)n2C,nt,3.2,-3.7,-16.4%,-13.3%,-2.5%,-0.8%,-0.3%,0.2%
O=C(COc1ccc(Cl)cc1)NCc1nnc(SCC(=O)Nc2ccccc2)o1,-5.4,-7.4,0.3,-10.9%,281.6%[activator][57.4 µM],-4.8%,-0.1%,-0.9%,nt
O=C(CNS(=O)(=O)c1ccc(Br)cc1)NCc1ccncc1,-31.8,-12.4,0.4,17.1%,-22.9%,0.1%,-6.3%,6.9%,2.6%
Cn1nc(-c2ccccc2)c(C(=O)NCC(=O)O)c1Cl,3.7,-1.0,1.0,-46.4%,-9.3%,-5.7%,0.7%,-2.9%[15.4 µM],-1.6%
Cc1cc(C)n2nc(SCC(=O)N3CCC(C)CC3)nc2n1,nt,-4.3,nt,9.6%,-4.2%,-1.3%,3.3%,-2.7%,-11.0%
Nc1nc(SCC(=O)OCc2ccccc2)[nH]c(=O)c1NC(=O)c1ccco1,-17.4,-1.4,0.4,-11.9%,20.7%,-0.9%,0.6%,-6.7%,2.2%
